Pin1 inhibitor: human Pin1 inhibition. AID 504891. Potency, µM (titrated, usually from 115 µM), for inactives: at the top dose activity, negative = inhibition, actives largely listed as inhibitors. Pin1 FP peptide displacement, HiFluor488, 10 min. 0.009% of 390,000 active. Q13526; active means well fitted inhibition curve with a large enough effect in the polarisation, with a control signal flat, not every such curve was filed as active; inconclusive means small, poorly fitted or top-dose-only effect, or effect the other way, or a change in a side signal; inactive means no such curve, though single readings can be large or run the other way; the % refers to the polarisation; further: potency means the concentration at half of the fitted maximal effect; on the % scale 0 is the no-effect control and ±100 the full control effect
Tb PGK inh: T. brucei PGK inhibition; PGK/GAPDH coupled, Kinase-Glo luminescence, 60 min; Potency, µM (series often up to 57.5 µM), inactives show top-dose activity change, negative = inhibition, hits mostly inhibitors; 0.043% of 380,000 active; AID 602233; further: potency means the concentration at half of the fitted maximal effect; on the % scale 0 is the no-effect control and ±100 the full control effect; nearly all actives have a fitted effect of over 60% in size
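Recombinant glycosomal PGK reaction used 1,3-bisphosphoglycerate generated in-well by GAPDH (100nM final) in 100mM TEA pH 7.6, 5mM MgCl2, 0.01% Tween-20. After 60 minutes at room temperature, ATP was read by Kinase-Glo Plus luminescence end-point.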
GLS inhibitor: inhibitors of human glutaminase (GLS). Potency, µM (series often up to 45.5 µM), inactives show at the highest dose activity change, negative = inhibition, hits mostly inhibitors. GLS enzymatic activity, qHTS titration. 0.21% of 410,000 active. O94925; further: potency means the concentration at half of the fitted maximal effect; on the % scale 0 is the no-effect control and ±100 the full control effect
Target sequence (O94925 whole entry, looked up): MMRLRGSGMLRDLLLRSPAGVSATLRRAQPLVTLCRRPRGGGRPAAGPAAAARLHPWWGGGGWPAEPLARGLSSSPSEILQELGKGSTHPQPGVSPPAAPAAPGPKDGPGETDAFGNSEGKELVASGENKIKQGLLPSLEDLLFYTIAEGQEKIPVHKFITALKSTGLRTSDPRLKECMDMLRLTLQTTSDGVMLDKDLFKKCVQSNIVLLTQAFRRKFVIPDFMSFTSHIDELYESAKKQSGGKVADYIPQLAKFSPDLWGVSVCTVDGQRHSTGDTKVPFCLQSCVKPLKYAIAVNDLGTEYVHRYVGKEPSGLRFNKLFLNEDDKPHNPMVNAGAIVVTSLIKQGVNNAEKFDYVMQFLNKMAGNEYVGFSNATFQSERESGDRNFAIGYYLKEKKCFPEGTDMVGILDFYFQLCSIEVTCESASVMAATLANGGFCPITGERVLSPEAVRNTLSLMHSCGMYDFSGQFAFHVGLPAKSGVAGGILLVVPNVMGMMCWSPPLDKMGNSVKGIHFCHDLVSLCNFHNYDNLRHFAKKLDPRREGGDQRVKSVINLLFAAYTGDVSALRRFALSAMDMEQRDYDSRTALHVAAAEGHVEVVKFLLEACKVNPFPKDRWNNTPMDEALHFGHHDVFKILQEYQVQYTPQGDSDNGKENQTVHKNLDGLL
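hKGA in 45 mM KH2PO4 (pH 8.2), 0.02% Tween-20 with compound, then 1mM L-Glutamine (stock as added) plus glutamate oxidase/HRP/Amplex red coupling mix. Fluorescence read initially and after 30 min at RT; signal change reflects glutamate formation.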
USP1 inh: blocks the human USP1/UAF1 deubiquitinase complex; O94782; recombinant USP1/UAF1, Ub-Rhodamine cleavage fluorescence; Potency, µM (highest dose often 57.1 µM), for inactives: at the top dose activity change, negative = inhibition, hits mostly inhibitors; 0.23% of 390,000 active; further: potency means the concentration at half of the fitted maximal effect; on the % scale 0 is the no-effect control and ±100 the full control effect; nearly all actives have a fitted effect of over 60% in size; inactives centre near -12
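In this screen, compounds sit with the deubiquitinase complex (1nM) for 15 min at room temperature before Ub-Rho is added at 150nM final. Fluorescence rise is then followed for 6 reads every 60 seconds.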
PI4K2A block: blocks human PI4K2A kinase activity; activity change, negative = inhibition, % at 76.9 µM; purified PI4K2A, ADP-Glo luminescence, 1 h; hits give low values; Q9BTU6; 0.13% of 420,000 active; AID 1346378; in the data active means activity change below about -50%; inconclusive means mostly about -30% to -49%;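 further: -100% = wells without enzyme as full effect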
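ADP-Glo luminescence measured ADP generated by PI4K2A enzyme (4 ug/mL before mixing) with 1.2 mM PI substrate (pre-mix) and 300 microM ATP (pre-mix). Tris pH7.5 buffer with MgCl2, Triton X-100; 1 h reaction at ambient temperature.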
TrxR1 substrate: is turned over as a substrate by rat TrxR1. O89049. purified TrxR1 substrate turnover, NADPH consumption readout. Potency, µM (doses to about 114 µM), without a hit: at the highest dose activity change, negative = substrate turnover. 0.01% of 390,000 active; further: potency means the concentration at half of the fitted maximal effect; on the % scale 0 is the no-effect control and ±100 the full control effect; nearly all actives have a fitted effect of over 50% in size
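Rat TrxR1, dispensed at 90 nM, was prereduced with 400 uM NADPH (final) for 5 min at ~22 deg C, then incubated with compound 15 min before 400 uM selenite. A first-read NADPH fluorescence drop versus no-compound background flagged substrates.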
IDH1 R132H inh: inhibitors of human mutant IDH1 R132H; IDH1-R132H enzyme, NADPH consumption, diaphorase/resazurin fluorescence; Potency, µM (highest dose often 76.6 µM), for inactives: at the top dose activity change, negative = inhibition, hits mostly inhibitors; 0.093% of 390,000 active; further: potency means the concentration at half of the fitted maximal effect; on the % scale 0 is the no-effect control and ±100 the full control effect; nearly all actives have a fitted effect of over 65% in size
Target sequence (O75874 whole entry R132H, stated change not applied): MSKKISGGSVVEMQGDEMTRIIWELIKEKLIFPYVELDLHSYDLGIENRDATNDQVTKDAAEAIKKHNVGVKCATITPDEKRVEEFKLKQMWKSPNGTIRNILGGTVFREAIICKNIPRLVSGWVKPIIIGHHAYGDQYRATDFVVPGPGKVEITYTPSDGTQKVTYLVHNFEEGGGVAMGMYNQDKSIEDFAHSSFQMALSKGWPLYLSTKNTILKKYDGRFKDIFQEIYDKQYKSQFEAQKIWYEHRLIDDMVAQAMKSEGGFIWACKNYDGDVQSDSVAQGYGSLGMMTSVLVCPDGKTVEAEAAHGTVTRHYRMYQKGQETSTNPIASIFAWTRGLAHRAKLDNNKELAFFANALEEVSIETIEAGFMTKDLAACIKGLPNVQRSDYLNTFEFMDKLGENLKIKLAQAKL
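IDH1-R132H (0.5 ug/mL) preincubated 30 min with compound, then NADPH (0.016 mM) and alpha-KG (2 mM) added; 80 min at RT, pH 7.5. Remaining NADPH coupled via diaphorase/resazurin to fluorescence (540/590 nm); concentration-response curves normalized to no-enzyme control.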
HP1b chromo inh: HP1-beta chromodomain-methylated histone interaction inhibition; 0.56% of 390,000 active; Potency, µM (top dose mostly 114 µM), for the others: at the top dose activity change, negative = inhibition, usual class: inhibitors; AlphaScreen HP1-beta / biotin-H3K9me3 peptide binding; further: potency means the concentration at half of the fitted maximal effect; nearly all actives have a fitted effect of over 70% in size; inactives centre near 23
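AlphaScreen: HP1-beta (50 nM) preformed 30 min with biotin-H3(1-18)K9me3 peptide (50 nM) in PBS pH 7.4, 0.01% Tween-20. Compound added for 30 min at RT, then streptavidin donor/nickel chelate acceptor beads (10 ug/mL) for 30 min.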
TrxR1 inh: inhibitors of rat thioredoxin reductase 1 | O89049 | recombinant rTrxR1, NADPH fluorescence consumption, selenite substrate | Potency, µM (series often up to 114 µM), inactives show at the highest dose activity change, negative = inhibition, actives largely listed as inhibitors | 1% of 390,000 active | AID 588453; further: potency means the concentration at half of the fitted maximal effect; on the % scale 0 is the no-effect control and ±100 the full control effect; nearly all actives have a fitted effect of over 65% in size
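Rat TrxR1 (90 nM in the dispensed reagent) was pre-reduced with 400 uM NADPH for 5 min at room temperature, then incubated with compound for 15 min. After 400 uM selenite was added, NADPH fluorescence (Ex 340/Em 450 nm) was followed for 8 min.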
Numbers without * were called inactive; i = inactive; ? = inconclusive; · = no result given; & = joins results of further samples; [ ] = remark or other dose. Unless noted, the call rests on the fitted dose curve; in most records, active means well fitted curve in the direction sought with a large enough effect; inconclusive means small, poorly fitted or top-dose-only effect, or another doubt; inactive means no such curve, though single readings can be large; an effect the other way counts as inactive or inconclusive. Some of the compounds tested (hit frequency here may not be typical).

SMILES	Pin1 inhibitor	Tb PGK inh	GLS inhibitor	USP1 inh	PI4K2A block	TrxR1 substrate	IDH1 R132H inh	HP1b chromo inh	TrxR1 inh
CCC1CCCCN1C(=O)CSc1nnc(-c2ccc(Cl)cc2)o1 (centres undefined)	-5%	i	-9%	-14%	7	-10%[57.1 µM]	10%	42%[activator]	4%[57.1 µM]
CCOC(=O)N1CCN(C(=O)CCc2c(C)nc3nc(C)nn3c2C)CC1	3%	1%	2%	-4%	0	2%	-3%	14%	9%
CCOc1ccc(C(=O)NCC(=O)OCC(=O)Nc2ccc(C)c(S(=O)(=O)N(C)C)c2)cc1	0%	-13%	10%	-7%	-6	-2%	1%	18%	6%
S=c1[nH]nc2n1CCCN2	1%	-5%	11µM*	-13%	2	-3%[57.1 µM]	1%	-11%	4%[57.1 µM]
COCCn1c(SCC(=O)Nc2ncc(Cl)c(C)c2Cl)nc2ccccc21	-3%	-4%	-7%	-24%	3	7%	4%	29%	14%
CCc1c(C)sc(NC(=O)c2ccc(Br)o2)c1C(=O)OC	-24%	i	-10%	-17%	3	16%	5%	174%[activator]	8%
COc1ccc2[nH]c(O)c(N=NC(=N)N)c2c1	4%	6%	12%	0%	0	7%[57.1 µM]	1%	10%	5%[57.1 µM]
O=C(COc1ccccc1Cl)NCCCNC(=O)c1ccncc1	-1%	9%	-7%	-12%	-20	4%	-3%	16%	6%
O=C(O)CC/C(=N/NC(=O)CNC(=O)C(c1ccccc1)c1ccccc1)c1ccccc1	-7%	-2%	1%	-14%	-1	4%	-6%	67%[activator]	18%
COc1cccc(NC(=O)CCC(=O)Nc2cccc(OC)c2)c1	-1%	-3%	-2%	-18%	0	-2%	0%	51%[activator]	0%
CCc1ccc[n+](-c2[nH]c(=O)sc2/C=N/N=C(\N)[O-])c1	2%	-3%	-1%	-18%	2	1%	1%	22%	4%
CCOC(=O)C1CCCN(C(=O)Cn2ncc3c4ccccc4n(Cc4ccc(F)cc4)c3c2=O)C1 (centres undefined)	29%	-4%	1%	-7%	-2	38%[activator]	21%	37%	39%[activator]
CC(C)(C)c1cc(OC(=O)C2CCCC2)ccc1O	-4%	-3%	-17%	-11%	1	-19%	4%	38%	25%[57.1 µM]
O=C(c1cc(-c2ccccc2O)on1)N1CCOCC1	-10%	-2%	-6%	-2%	-2	-11%	16%	-3%	-3%
O=C(CN1CCN(c2ccccc2O)CC1)Nc1cc(S(=O)(=O)N2CCCC2)ccc1Cl	-6%	i	16%	-18%	2	0%	-2%	-10%	23%
NC(=O)COC(=O)c1cc(=O)[nH]c2ccc(S(=O)(=O)Nc3ccc(F)cc3)cc12	1%	-7%	1%	?	0	1%	3%	13%	9%
OCCNc1nc(Nc2ccccc2Cl)nc(N2CCCC2)n1	2%	-12%	1%	·	-3	4%[57.1 µM]	·	-8%	0%[57.1 µM]
CC1CC2(CCCCC2)Nc2c1ccc1ccccc21 (centres undefined)	12%	-1%	16%	-1%	1	42%[activator]	-1%	40%[activator]	9%
COC(C[C@@H]1O[C@@H]1[C@@H](O)[C@@H](C)OCc1ccccc1)OC	-1%	-2%	2%	-22%	1	7%[57.1 µM]	-15%	12%	19%[57.1 µM]
COc1ccc(CONc2ncnc3nonc23)cc1[N+](=O)[O-]	0%	i	10%	-14%	7	-7%	7%	53%[activator]	27%
COCCNC(=O)C1Nc2ccc(C(F)(F)F)cc2C2C=CCC12 (centres undefined)	-12%	-4%	3%	-27%	-4	1%	9%	10%	7%
COc1ccc(OC)c(C2=NS(=O)(=O)N(C)C(C(=O)NCc3cccs3)=C2)c1	5%	-4%	-17%	-16%	-5	-15%	-4%	-7%	?
O=C(Cn1nnc(-c2ccccc2Cl)n1)N/N=C/c1ccc(-c2cccc(Cl)c2)o1	13%	-3%	5%	-4%	0	22%	12%	9%	-1%
COc1ccc(NC(=O)c2cc(S(=O)(=O)N3CCCCC3)c[nH]2)cc1Cl	3%&1%	0%&10%	0%&3%	-23%&-4%	-4&-3	14%&8%	12%&0%	76%&22%[activator]	12%&5%
COC(=O)COc1ccc2cc(-c3ccccc3)c(=O)oc2c1	-5%	i	-1%	-21%	-9	363%[activator]	10%	19%	369%[activator]
CCCCc1c(C)nc2ccc(OC)cc2c1SCCC(=O)O	-2%	?	31%[activator]	-12%	-19	4%	-18%	-32%	5%
CNC(=O)N(O)C1N(c2ccccc2)C(=S)SC1(C)C (centres undefined)	0%	-1%	-2%	-5%	-1	-1%	0%	18%	8%
O=C(CN1C(=O)S/C(=C\C=C\c2ccccc2)C1=O)N1CCOCC1	-1%	-7%	-2%	-3%	3	-4%[57.1 µM]	-1%	24%	-6%[57.1 µM]
Cc1ccc([C@H]2N[C@]3(CCCN(Cc4ccc(Br)cc4)C3=O)[C@H]3C(=O)N(C)C(=O)[C@@H]23)cc1	·	i	-2%	-18%	8	·	-8%	·	·
COCCCN1C(=O)C(CC(=O)NCC2CCCCC2)CC(C(=O)N(C)C)=C1C (centres undefined)	·	2%	2%	-13%	-2	·	4%	·	·

Three entries already listed, ordered by the value under GLS inhibitor, high to low.
SMILES	GLS inhibitor
O=C(Cn1nnc(-c2ccccc2Cl)n1)N/N=C/c1ccc(-c2cccc(Cl)c2)o1	5%
COCCNC(=O)C1Nc2ccc(C(F)(F)F)cc2C2C=CCC12 (centres undefined)	3%
O=C(CN1C(=O)S/C(=C\C=C\c2ccccc2)C1=O)N1CCOCC1	-2%

Other entries
SMILES	Pin1 inhibitor	Tb PGK inh	GLS inhibitor	USP1 inh	PI4K2A block	TrxR1 substrate	IDH1 R132H inh	HP1b chromo inh	TrxR1 inh
O=C(O)c1cc2ccc(O)cc2oc1=O	·	9%	-5%	6%	-5	·	-7%	·	·
CN(C)c1ccc(-c2nnc(-c3cccnc3)o2)cc1	-5%	-6%	-19%	-11%	-1	4%	12%	38%	0%[57.1 µM]
COc1ccc(Cl)cc1-c1nc(SCC(=O)NC(C)C(C)C)n[nH]1 (centres undefined)	-2%	i	-2%	-26%	2	6%	-5%	43%[activator]	22%
CCN(C(=O)COC(=O)CCC(=O)c1cccs1)C1CCCCC1	2%	-1%	-1%	-1%	0	-2%	-3%	26%	16%
CCN1CCN(c2ncc3c(n2)CC(c2cc(OC)c(OC)c(OC)c2)CC3=O)CC1 (centres undefined)	-8%	i	-4%	-2%	1	0%[57.1 µM]	3%	19%	21%[57.1 µM]
CN1CCC(N(C)CC(=O)Nc2ccc3c(c2)OC(F)(F)O3)CC1	5%	4%	1%	7%	-2	-1%	-1%	?	6%
CC1(C)Cc2ccccc2-c2[nH]c(=S)[nH]c(=O)c21	1%	3%	-17%	-13%	-2	1%	1%	22%	-15%
Cn1ccnc1CC(C)(O)c1ccccc1 (centres undefined)	·	i	-4%	-17%	-8	·	14%	·	·
C[C@H](CO)N1C[C@H](C)[C@H](CN(C)S(=O)(=O)c2ccc(F)cc2)Oc2ncc(Br)cc2C1=O	·	-2%	2%	-1%	2	·	2%	·	·
CCOCC(O)CNC(=O)c1ccc(OC2CCN(C(=O)c3cccnc3)CC2)cc1 (centres undefined)	1%	-4%	0%	-7%	1	7%	2%	24%	14%
Cc1ccc(CNc2nc3ccccc3s2)s1	-3%	-1%	?	-6%	-4	1%[57.1 µM]	2%	20%	10%[57.1 µM]
CCn1c(SCC(=O)NC2=NCCS2)nnc1C(C)NC(=O)c1ccc(Cl)cc1 (centres undefined)	3%	i	-1%	-13%	3	3%	5%	17%	29%
COc1ccc(C2=NS(=O)(=O)N(C)C(C(=O)NC3CCCC3)=C2)cc1OC	-9%	-8%	-3%	-14%	-2	-5%[57.1 µM]	-5%	29%	2%[57.1 µM]
COc1ccc(C(=O)Nc2ccc(S(=O)(=O)Nc3cc(C)nc(C)n3)cc2)c(OC)c1	-4%	-8%	-7%	-25%	8	-14%[11.4 µM]	0%	44%[activator]	-41%[57.1 µM]
O=C(NNC(=O)C1CC(c2cccs2)=NO1)Nc1ccccc1 (centres undefined)	-11%	-6%	29%	-25%	-1	9%	7%	33%	24%
Cc1c(N(C)C(=O)c2ccccc2F)c(=O)n(-c2ccccc2)n1C	-1%	-4%	-1%	-7%	-17	-6%	1%	24%	-6%
CCOc1ccc(C(=O)NCc2ccccc2)cc1Br	0%	-6%	3%	-23%	-2	0%	-1%	16%	4%
O=C(NCCCn1ccnc1)C(=O)NCC1OCCCN1S(=O)(=O)c1ccc(F)cc1 (centres undefined)	1%	·	-5%	-11%	2	1%	5%	15%	27%
Cc1oc2cc(O)ccc2c(=O)c1Oc1ccc2ccccc2c1	-5%	-3%	·	-20%	5	-4%	7%	34%	-14%
CSCCC(NC(=O)c1cc([N+](=O)[O-])ccc1Cl)C(=O)O (centres undefined)	-15%	i	11%	5%	1	-5%	4%	47%[activator]	2%
O=C(NC(=S)Nc1nc(-c2ccccc2)cs1)c1ccco1	11%	4%	1%	-21%	-1	6%	-16%	10%	10%
Cc1cc(C)n2c(Nc3ccc4c(c3)OCCO4)c(-c3ccc(C)o3)nc2n1	6%	-4%	2%	-27%	-3	-1%	1%	0%	-22%
Cn1c(=O)c([N+](=O)[O-])c(N2CCN(Cc3ccc4c(c3)OCO4)CC2)c2ccccc21	12%	-9%	-6%	3%	0	-6%[57.1 µM]	4%	-10%	-12%[57.1 µM]
